MsrA inh – bovine MsrA enzyme inhibitors, primary screen, biochemical, absorbance, HTS; Methionine sulfoxide reductase A (Bos taurus); purified bovine MsrA, absorbance read-out; inhibition, % at 15.5 µM; 360,000 compounds, 0.75% hits; AID 651718, 2012; in the data active = inhibition above about 4.5%;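 note: 0% = vehicle wells with enzyme and 100% = reference inhibitor wells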
bovine MsrA act – bovine MsrA enzyme activators, primary screen, biochemical, absorbance, HTS. 360,000 compounds, 0.3% hits. purified bovine MsrA, absorbance read-out. activation, % at 10.6 µM; in the data active = activation above about 7.5%;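 note: 0% = vehicle and 100% = reference activator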
Tb MetRS inh – T. brucei MetRS inhibitors, primary screen, biochemical, luminescence. methionyl-tRNA synthetase (Trypanosoma brucei brucei). purified T. brucei MetRS, ATP depletion, Kinase-Glo luminescence. inhibition, % at 11.9 µM. 360,000 compounds, 0.4% hits. AID 624268, 2012;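 active = inhibition above a per-plate cutoff of the control wells' mean inhibition plus 3 SD, cut at about 5.5% in these data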;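 note: 0% = DMSO wells median and 100% = median of wells with control inhibitor compound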
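Material: T. brucei methionyl-tRNA synthetase, purified; reagent: substrates ATP, L-methionine and bulk Escherichia coli tRNA; dosing: 11.9 µM single point; timing: 15 min plus 2 h at 25 °C; detection: luminescence of leftover ATP; evaluation: % inhibition; control set: DMSO-only wells as low control; replicates: singlicate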
PABP1 MLLE inh – inhibitors of PABP1 MLLE–PAM2 peptide binding, primary screen, biochemical, fluorescence polarization, FITC-PAM2, GST-MLLE; Polyadenylate-binding protein 1 (Homo sapiens), P11940; inhibition, % at 20 µM; 360,000 compounds, 0.36% hits; AID 588489, 2011; in the data active = inhibition above about 35%, passing the limit was not always enough;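 note: plate controls were DMSO wells with GST-MLLE for no effect and wells lacking GST-MLLE protein for full effect; some results filed as inactive read as strong as hits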
SKN-1 inh – suppressors of acrylamide-induced Pgst-4::GFP reporter in worms, primary screen, SKN-1 inhibitor project, whole organism, uHTS, GFP/RFP fluorescence ratio, strain VP596 | AID 624304, 2012 | C. elegans VP596 Pgst-4::GFP/RFP ratio, 24 h | 360,000 compounds, 0.49% hits | inhibition, % at 21.8 µM;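 active = interference check ratio from 0.5 to 1.5 plus GFP to RFP signal ratio inhibition reaching or exceeding a fixed threshold, cut at about 30% in these data, passing the limit was not always enough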; note: some compounds called inactive have numbers as strong as hits
E coli Lon inh – inhibitors of E. coli Lon protease, primary screen, biochemical, fluorescence polarization; 360,000 compounds, 0.42% hits; purified E. coli Lon protease; inhibition, % at 7.94 µM; in the data active = inhibition above about 13%, passing the limit was not always enough;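 note: 0% = enzyme with probe and DMSO and 100% = no enzyme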
FAS TE block – FAS thioesterase domain inhibitors, primary screen, biochemical, fluorescence intensity, uHTS. Fatty acid synthase (Homo sapiens), P49327. recombinant FAS-TE, OMFH fluorogenic substrate, fluorescence endpoint. inhibition, % at 15 µM. 360,000 compounds, 0.67% hits. AID 602261, 2012;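 active = compounds whose normalised, plate-corrected inhibition of enzyme fluorescence in the single-dose primary screen is 50% or more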;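 note: 0% = DMSO with enzyme and 100% = substrate without enzyme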
MT1-MMP act inh – blockers of MT1-MMP proenzyme processing, primary screen, HT1080 RFP-PRO-GFP cells, GFP/RFP fluorescence; Matrix metalloproteinase-14 (Homo sapiens), P50281; GFP/RFP ratio change, % at 20 µM; 360,000 compounds, 0.061% hits; AID 651647, 2012; GFP/RFP ratio fluorescence, overnight; percent of plate control window, DMSO zero;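 active = GFP/RFP ratio change of at least 30% with cell ATP level not reduced by more than half and red fluorescence within 50% of control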; note: strong numbers were not always called active
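Assay system: RFP-PRO-GFP reporter HT1080 cells; read-out basis: GFP/RFP fluorescence ratio; benchmarks: DMSO wells and RFP-L50D-GFP cells; doses: 20 µM single dose, 1% DMSO; schedule: overnight cell settling, then overnight compound exposure, 37 °C, 5% CO2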
CendR NRP1 mod – modulators of CendR peptide binding to NRP-1, primary screen, biochemical, fluorescence polarization, uHTS. AID 602438, 2012. inhibition, % at 25 µM. Neuropilin-1 (Homo sapiens), O14786. 360,000 compounds, 0.85% hits. FAM-RPARPAR peptide binding to NRP-1;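 active = inhibition or corrected inhibition above about 18%, plus a signal ratio from 0.5 to 1.5, limit read from the data, passing the limit was not always enough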; note: strong numbers were not always called active
Target sequence (O14786 whole entry, looked up): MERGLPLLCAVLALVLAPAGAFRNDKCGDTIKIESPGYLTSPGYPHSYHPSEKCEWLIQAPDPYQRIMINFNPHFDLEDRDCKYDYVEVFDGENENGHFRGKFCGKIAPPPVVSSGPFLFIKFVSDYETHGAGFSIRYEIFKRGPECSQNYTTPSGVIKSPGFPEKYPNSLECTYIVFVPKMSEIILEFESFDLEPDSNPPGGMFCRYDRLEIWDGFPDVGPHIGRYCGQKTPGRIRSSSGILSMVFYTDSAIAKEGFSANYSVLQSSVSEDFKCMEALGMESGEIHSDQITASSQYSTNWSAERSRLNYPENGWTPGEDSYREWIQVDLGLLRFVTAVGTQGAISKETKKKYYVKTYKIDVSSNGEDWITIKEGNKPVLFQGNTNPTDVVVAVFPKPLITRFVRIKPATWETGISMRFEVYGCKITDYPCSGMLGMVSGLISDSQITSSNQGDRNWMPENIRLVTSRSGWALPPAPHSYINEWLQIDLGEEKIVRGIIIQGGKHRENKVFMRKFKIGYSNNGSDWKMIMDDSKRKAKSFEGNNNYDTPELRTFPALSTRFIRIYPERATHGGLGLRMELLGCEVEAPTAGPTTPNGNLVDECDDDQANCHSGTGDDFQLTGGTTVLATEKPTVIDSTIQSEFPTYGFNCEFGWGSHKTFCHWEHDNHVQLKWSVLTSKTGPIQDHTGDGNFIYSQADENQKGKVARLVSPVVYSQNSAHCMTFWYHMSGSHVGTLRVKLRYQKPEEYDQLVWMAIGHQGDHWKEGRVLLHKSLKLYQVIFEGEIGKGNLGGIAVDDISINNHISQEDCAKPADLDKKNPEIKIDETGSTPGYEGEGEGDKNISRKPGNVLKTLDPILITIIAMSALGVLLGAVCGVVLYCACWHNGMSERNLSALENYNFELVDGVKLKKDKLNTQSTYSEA
Active calls of the source: *; . = not tested or not shown.

SMILES	MsrA inh	bovine MsrA act	Tb MetRS inh	PABP1 MLLE inh	SKN-1 inh	E coli Lon inh	FAS TE block	MT1-MMP act inh	CendR NRP1 mod
Cn1c(SCC(N)=O)nnc1-c1cnccn1	0.1	-5.5	-0.3	22.7	-1.6	9.8	-5.8	-2.9	-1.9
[O-]/[N+](=C\c1ccccc1)c1ccc(Br)cc1	0.6	-2.1	-0.3	11.6	16.9	-1.1	1.5	1.6	11.3
O=C(O)c1ccc(CSc2nnc(-c3ccccc3)n2-c2ccccc2)cc1	0.5	-2.9	-0.1	-18.4	3.3	-1.6	-5.6	-0.1	-7.0
CC(C)c1nnc(NC(=O)Cc2ccccc2[N+](=O)[O-])s1	0.5	-5.8	-0.4	1.1	-4.7	-10.1	-9.2	0.3	-3.1
N#CC1(NC(=O)CN2C(=O)NC(c3ccccc3)(c3ccccc3)C2=O)CCCC1	0.8	-0.5	-0.2	10.7	17.4	-3.2	-4.0	-5.4	0.4
Cc1cccc(N2CCN(C(=O)c3ccc4ccccc4c3)CC2C)c1 (centres undefined)	-1.4	-1.6	-0.4	-9.2	9.9	-2.4	14.3	-1.5	6.4
COc1ccc2c(-c3ccc(OCCN4CCOCC4)cc3)c(-c3ccccc3OC)sc2c1	.	-4.9	-2.1	2.8	-6.1	3.3	6.9	0.3	7.7
CCOC(=O)C1=NN(c2ccccc2)C2=NC(C)=C(C(=O)OC)C(c3ccc(C)cc3)N12 (centres undefined)	-0.6	-6.2	-0.9	-14.4	3.1	-0.9	25.2	-3.9	-10.8
CCS(=O)(=O)NCC(c1ccco1)N1CCN(c2ccccc2)CC1 (centres undefined)	-1.3	-3.5	-0.5	2.8	10.1	13.2	-8.7	1.3	0.5
CCNC(=O)C1(C)CCN(C(=O)c2ccc(OC)cc2)C1 (centres undefined)	-0.5	-5.5	-0.5	13.3	2.5	-2.2	-6.7	1.6	0.3
CC(C)c1ccc(NC(=O)COC(=O)c2nn(C)c(=O)c3ccccc23)cc1	-0.5	-1.2	-0.1	4.5	17.2	1.1	22.0	3.9	-12.0
COc1ccc(C=CC(=O)c2ccc(OCc3ccccc3)c(OC)c2)cc1OC	2.9	-7.4	-0.4	-19.5	-11.0	-4.0	12.2	-2.8	0.6
CCOC(=O)C1CCCN(C(=O)C2CCN(S(=O)(=O)c3ccc(Cl)c(C(F)(F)F)c3)CC2)C1 (centres undefined)	-1.3	2.3	-0.3	6.7	1.3	2.5	16.1	-0.6	9.3
CCCn1nnc(NC(=O)c2cccc(OCc3ccccc3)c2)n1	2.5	-2.7	0.0	0.6	-3.2	6.8	1.7	-1.1	-15.6
CC(C)(C)C(=O)CNS(=O)(=O)c1ccc(S(=O)(=O)NC2CC2)cc1	-0.6	-2.3	-0.2	3.4	14.2	-7.4	-4.3	0.9	0.6
Oc1cc(O)cc(-c2cc3ccc(O)cc3o2)c1	0.9	-3.7	0.5	-11.4	12.7	-4.5	2.1	-1.7	-0.4
COc1ccc(-c2nc3n(c(=O)c2C#N)CCS3)c(OC)c1	2.9	-0.4	0.5	3.0	17.9	-2.3	4.5	2.9	6.9
O=C(O)C1CCCCC1C(=O)Nc1cccc2ccccc12 (centres undefined)	-1.1	-3.7	-0.7	-0.6	-7.6	-5.4	-10.0	-3.8	-8.1
Cc1ccc(Cn2nnnc2CN2CCC(c3nc4ccc(Cl)cc4[nH]3)CC2)cc1	-0.7	-10.6	21.2*	8.2	-0.7	-4.9	27.0	4.3	10.7
C[C@@H]1CCCCO[C@@H](CN(C)C(=O)C2CCCCC2)[C@@H](C)CN([C@H](C)CO)C(=O)c2cc(NC(=O)NC3CCCCC3)ccc2O1	1.7	-8.5	-0.3	0.2	-17.3	-6.5	1.6	-2.4	0.8
COc1cccc(-n2nnnc2SCC(=O)NC2CCCC2)c1	-1.0	-2.4	-0.8	-2.4	13.3	-4.2	-1.5	-4.4	0.5
Cc1cccc2cc(/C=C3\N=C(c4ccccc4)OC3=O)c(N3CCOCC3)nc12	0.3	-3.1	0.1	-36.8	82.0	6.9	-28.4	0.2	65.1
O=C1/C(=C/c2ccccc2)CCC1C1CCCC1 (centres undefined)	1.3	-7.6	-1.5	-9.4	17.4	10.1	7.3	8.7	-2.0
CC(C)NC(=O)CN1CCN(C(c2cc3ccccc3o2)c2nnnn2C(C)(C)C)CC1 (centres undefined)	-0.6	-1.1	-0.8	.	-4.5	0.4	-4.5	0.4	5.3
C[C@H]1CN([C@@H](C)CO)C(=O)Cc2cc(NC(=O)Nc3ccccc3)ccc2O[C@H]1CN(C)Cc1ccccc1	1.9	-4.9	9.5*	-2.8	-1.6	3.4	7.4	1.7	7.6
c1cnn(-c2cncc(-n3cccn3)n2)c1	14.1*	-4.3	-0.5	-3.6	-1.7	-7.7	-5.1	1.4	2.1
CN(C)C(=O)OCC1COc2ccccc2O1 (centres undefined)	-0.3	-2.3	-0.5	7.9	-6.7	4.8	0.4	6.9	1.5
Cc1ccc(CNC(=O)C(C)OC(=O)c2cccs2)cc1 (centres undefined)	0.2	-0.7	0.3	5.5	1.9	3.5	-5.6	6.5	6.4
COc1ccc(-n2c(=O)c3ccccc3n(CC(=O)NC3CCCCC3)c2=O)cc1OC	0.5	-11.2	-0.9	-6.7	0.9	-1.6	-8.6	-6.5	-3.4
COC(=O)[C@@H]1C[C@H]2CC[C@H](O)C[C@H]2N1Cc1ccc(-c2ccccc2)cc1	-0.3	-2.5	-0.2	-35.1	-6.9	-14.2	-3.8	-1.1	-31.6
CCOc1ncccc1C(=O)NNC(=O)c1cccc(S(=O)(=O)N2CCOCC2)c1	0.6	-1.4	-0.5	5.9	-5.0	0.5	-1.5	4.0	-1.0
Cc1cc(C)n(-c2nnc(C)n2/N=C/c2ccccc2OCc2ccccc2Cl)n1	0.6	0.6	0.5	-4.5	19.2	-6.6	14.6	-6.9	9.8
O=C(NCc1ccncc1)c1ccc(Cl)c(S(=O)(=O)N2CCOCC2)c1	-1.1	3.1	-0.5	2.3	-10.1	-4.1	-2.3	2.1	11.3
COc1ccc([C@@H]2[C@@H]3C(=O)N(C(C)(C)C)C(=O)[C@@H]3[C@]3(Cc4ccc(Cl)cc4)C(=O)N(c4ccc(OC)cc4)C(=O)N23)cc1	-0.8	-1.0	-0.1	-3.8	2.6	-9.1	92.4*	3.2	-2.3
O=C(NCc1ccco1)C1CCN(S(=O)(=O)Cc2ccccc2)CC1	-1.4	-2.9	-1.1	7.0	-0.4	-12.7	-8.8	0.1	-6.8
CNC(=O)c1ccccc1-c1ccccc1	2.8	-2.2	-0.7	3.4	-8.4	-9.3	-11.7	4.9	1.0
CCOc1ccccc1NC(=O)Nn1cnnc1	-0.4	-1.9	-0.3	-14.8	10.9	-4.7	-4.9	4.1	0.1
COc1ccc2sc(-c3ccccc3OC)c(C#CC(C)(C)O)c2c1	-0.4	-2.9	-0.3	-2.5	15.2	4.5	18.2	5.3	19.2
Cc1cc(N/N=C/c2ccc(F)cc2)nc(-n2nc(C)cc2C)n1	-0.2	-3.5	0.7	-5.6	-10.3	2.9	5.6	1.3	1.9
O=C(Nc1ccc(-c2n[nH]c(=S)o2)cc1)c1ccccc1Br	1.3	-1.2	1.6	-6.6	26.2	-2.7	1.6	-2.6	-1.2

Arranged by value in PABP1 MLLE inh (largest number first): 3 of the compounds above
molecule,MsrA inh,bovine MsrA act,Tb MetRS inh,PABP1 MLLE inh,SKN-1 inh,E coli Lon inh,MT1-MMP act inh,CendR NRP1 mod
CCOc1ncccc1C(=O)NNC(=O)c1cccc(S(=O)(=O)N2CCOCC2)c1,0.6,-1.4,-0.5,5.9,-5.0,0.5,4.0,-1.0
O=C(NCc1ccncc1)c1ccc(Cl)c(S(=O)(=O)N2CCOCC2)c1,-1.1,3.1,-0.5,2.3,-10.1,-4.1,2.1,11.3
CCOc1ccccc1NC(=O)Nn1cnnc1,-0.4,-1.9,-0.3,-14.8,10.9,-4.7,4.1,0.1

Following part
SMILES	MsrA inh	bovine MsrA act	Tb MetRS inh	PABP1 MLLE inh	SKN-1 inh	E coli Lon inh	FAS TE block	MT1-MMP act inh	CendR NRP1 mod
CC(/C=N/NC(=O)c1ccc(Cn2cc([N+](=O)[O-])cn2)o1)=C\c1ccccc1	3.6	-8.1	-0.2	-16.0	3.3	-1.8	18.8	7.2	4.0
Cn1cccc1/C=N/NC(=O)Cc1cccs1	0.3	-6.6	-1.0	4.6	-7.8	2.7	-7.6	1.3	-0.2
CC(C)c1nc(SCC(=O)N2CCCc3ccccc32)c2c(=O)n(C)c(=O)n(C)c2n1	-0.1	0.7	-0.3	-3.6	11.2	1.2	16.1	-2.4	5.3
CC(=O)C(Cc1ccccc1)NC(=O)CN1CCc2ccccc2C1 (centres undefined)	1.1	-9.7	-0.7	1.2	-6.5	-8.7	-3.6	-0.6	4.7
CCCn1nnnc1NC(=O)c1cc(Br)ccc1OC	0.0	-6.6	-0.9	2.0	-8.5	3.1	-2.7	6.8	8.9
O=C(Nc1cc(S(=O)(=O)Nc2ccc(Cl)cc2)ccc1N1CCCCC1)c1ccc(F)cc1Cl	1.3	3.8	0.1	42.6*	-9.2	1.7	49.4	-35.8	5.4
CC(C)COC(=O)N(C)C[C@@H]1OCc2cn(nn2)CCCC(=O)N([C@@H](C)CO)C[C@H]1C	1.1	-4.2	0.9	-4.3	4.7	-9.7	-4.8	-3.2	-13.8
CS(=O)(=O)N1CCN(C(=O)c2cc(-c3ccncc3)nc3ccc(Cl)cc23)CC1	2.1	-3.8	-0.7	19.6	-19.6	-7.9	-4.9	7.6	16.2
CC(C)CN(C(=O)CN1CCN(S(=O)(=O)c2ccccc2)CC1)c1c(N)n(CC(C)C)c(=O)[nH]c1=O	0.3	-0.5	-0.5	2.4	-2.9	0.2	-10.8	-1.9	-3.1
CC(C)c1onc(C(=O)N2CCCCC2C)c1[N+](=O)[O-] (centres undefined)	0.5	-2.7	-0.3	2.6	12.6	13.5	-9.6	-5.8	-10.1
NC(=O)c1ccccc1Br	-1.6	-2.6	-0.2	12.1	3.1	0.5	-11.2	-1.5	-1.0
Cn1c2ccccc2c(=O)c2cc(C#Cc3ccccn3)ccc21	-0.1	-0.2	-0.1	1.7	23.9	2.9	8.6	-6.8	-0.6
Cc1ccc(C)c(N(CC(=O)NC2CCCCC2)C(=O)c2csnn2)c1	0.1	-1.7	0.1	17.3	0.0	-18.2	-1.9	-1.8	-0.3
CCn1c(SCC(=O)Nc2cc(C)nn2-c2ccccc2)nnc1-c1cccs1	1.1	-2.4	0.0	10.9	1.1	-5.5	-3.8	-0.1	5.9
CCC(C)NCC(=O)Nc1cc(S(=O)(=O)N(CC)c2ccccc2)ccc1Cl (centres undefined)	-0.1	-3.1	0.6	-2.1	10.3	-2.8	8.3	-5.6	-1.5
